Assay outcomes from PubChem BioAssay.
LGR2 antag: Drosophila LGR2 receptor signaling inhibition; HEK293 LGR2, CRE-luciferase, bursicon-stimulated, 4 h; inhibition, % at 9.99 µM; actives 0.35% (n = 380,000); AID 720647;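 active means drop in luminescence signal, shown as inhibition above about 50% in the replicate tests, limit read from the data, passing the limit was not always enough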;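 further: agonist challenge used bursicon conditioned medium at about half maximal strength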
FN deposit inh: fibronectin deposition inhibition | inhibition, % at 12.6 µM | actives 0.086% (n = 350,000) | AH1F fibroblasts, Alexa488-fibronectin deposition fluorescence, overnight | AID 743247;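 active means mean inhibition across replicates of 30% or more, regardless of how many single replicates reach that level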;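 further: positive control wells lacked labelled fibronectin entirely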
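test system = AH1F fibroblasts assembling fluorescent fibronectin matrix | quantity = 10000 AH1F cells per well | buffer or medium = DMEM plus 2% serum, read in PBS | doses = single dose, pinned | incubation = 1 h cell attachment, overnight exposure to compound and label | detection = fluorescence at 485 nm excitation, 525 nm emission | read-out basis = inhibition from reduced deposited-fibronectin fluorescence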
PAX8 reporter: PAX8 transcriptional activity inhibition | inhibition, % at 12.6 µM | actives 1.2% (n = 360,000) | RMG-I TPO-luciferase reporter, SteadyGlo, 24 h;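 active means mean replicate inhibition at least 60% with every replicate also reaching 60%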;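 further: luciferase light reporting Pax8 driven TPO promoter activity; plate controls were median of neutral control wells for no effect and mitoxantrone controls for full effect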
PGC1a acetyl inh: modulators of PGC1a acetylation. actives 0.17% (n = 350,000). inhibition, % at 15.6 µM. U2OS PGC1a acetylation, AlphaScreen anti-acetyl-lysine; with virally co-expressed GCN5 acetyltransferase. AID 651687;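 active means every replicate shows inhibition of at least 40%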;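 further: 0% = neutral control wells and 100% = positive control wells; some results beyond the cut were filed as inactive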
EWS-Fli block: blocks EWS/Fli oncoprotein-driven transcription. A673 NR0B1-luciferase reporter, viability-normalised. inhibition, % at 12.6 µM. actives 0.67% (n = 350,000);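 active means mean inhibition of at least 50% after viability correction, with every replicate also passing that limit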;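 further: firefly luciferase signal divided by Alamar Blue viability fluorescence both relative to DMSO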
S100A4 inh HTS: inhibitors of human S100A4 binding to myosin IIA peptide | P26447 | inhibition, % at 10.7 µM | S100A4/TAMRA-MyoIIA peptide fluorescence polarization | AID 652163 | actives 0.14% (n = 360,000);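 active means mean inhibition of at least 70% across replicates, with every replicate also reaching that level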
Target sequence (P26447 whole entry, looked up): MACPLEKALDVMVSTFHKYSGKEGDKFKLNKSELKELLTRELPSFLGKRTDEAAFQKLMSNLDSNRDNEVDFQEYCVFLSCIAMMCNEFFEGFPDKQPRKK
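Compound dosing: one dose per compound; test system: human S100A4 monomer with TAMRA-labelled myosin IIA peptide; probe or stimulus: TAMRA-labelled myosin IIA heavy-chain peptide probe, 5 nM; medium: HEPES buffer with Ca2+, pH 7.2; schedule: 5 min incubation before reading; benchmarks: neutral control DMSO, positive control TFP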
PglD DTNB: PglD (C. jejuni) enzyme inhibition | purified PglD enzyme, DTNB colorimetric CoA detection | inhibition, % at 12.5 µM | actives 0.098% (n = 360,000) | AID 602405; in the data active means inhibition above about 16%, passing the limit was not always enough; further: strong numbers were not always called active
ERAP1 HTS inh: inhibitors of human ERAP1 aminopeptidase | Q9NZ08 | recombinant ERAP1, Leu-AMC fluorescence, 60 min | inhibition, % at 10.7 µM | actives 0.15% (n = 340,000) | AID 652197;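 active means mean replicate inhibition of at least 30%, or all replicates individually reaching that 30% level; inactive means mean below 30% and not every replicate reaching it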;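 further: 0% = neutral control wells and 100% = L-leucinethiol positive control wells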
Target sequence (Q9NZ08 whole entry, looked up): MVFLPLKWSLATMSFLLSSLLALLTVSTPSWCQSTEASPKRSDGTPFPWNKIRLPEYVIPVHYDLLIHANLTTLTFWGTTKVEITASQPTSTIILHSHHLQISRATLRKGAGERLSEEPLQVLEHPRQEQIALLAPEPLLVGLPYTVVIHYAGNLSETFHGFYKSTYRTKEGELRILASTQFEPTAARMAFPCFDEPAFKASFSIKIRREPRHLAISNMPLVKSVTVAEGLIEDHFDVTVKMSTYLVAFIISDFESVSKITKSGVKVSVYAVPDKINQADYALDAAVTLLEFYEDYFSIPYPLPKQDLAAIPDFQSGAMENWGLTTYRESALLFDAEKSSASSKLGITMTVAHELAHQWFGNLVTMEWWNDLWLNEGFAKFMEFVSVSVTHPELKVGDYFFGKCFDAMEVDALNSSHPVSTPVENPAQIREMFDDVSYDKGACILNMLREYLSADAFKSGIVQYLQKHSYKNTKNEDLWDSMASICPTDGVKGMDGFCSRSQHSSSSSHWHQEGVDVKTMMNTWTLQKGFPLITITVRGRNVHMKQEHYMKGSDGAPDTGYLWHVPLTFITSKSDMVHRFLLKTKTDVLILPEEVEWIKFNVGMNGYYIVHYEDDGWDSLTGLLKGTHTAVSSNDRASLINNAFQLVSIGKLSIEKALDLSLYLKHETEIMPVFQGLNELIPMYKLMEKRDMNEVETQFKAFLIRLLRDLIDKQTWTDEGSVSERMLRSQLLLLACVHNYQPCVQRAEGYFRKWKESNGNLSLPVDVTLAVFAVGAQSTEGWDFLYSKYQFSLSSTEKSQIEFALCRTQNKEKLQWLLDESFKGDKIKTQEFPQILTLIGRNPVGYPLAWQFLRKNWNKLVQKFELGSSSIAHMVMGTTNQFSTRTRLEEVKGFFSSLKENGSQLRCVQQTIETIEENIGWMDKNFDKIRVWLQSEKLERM
* = called active by the depositor; . = not tested or not shown; & = joins results of further samples. Rows were taken by chance; about 2.1% have a hit in one of these screens.

The line under a structure holds: LGR2 antag	FN deposit inh	PAX8 reporter	PGC1a acetyl inh	EWS-Fli block	S100A4 inh HTS	PglD DTNB	ERAP1 HTS inh
> CCN(CC)c1ccc(/C=N/NC(=O)Cc2cccs2)c(O)c1
  -9	.	13	15	-29	.	-3	.
> C[C@H]1CCCCO[C@@H](CN(C)Cc2ccc3c(c2)OCO3)[C@@H](C)CN([C@@H](C)CO)C(=O)c2cc(NC(=O)c3ccccc3)ccc2O1
  13	.	10	-4	11	4	2	-1
> CC(=O)Nc1ccc(NC(=O)CSc2nnc(NC(=O)Cc3ccc(F)cc3)s2)cc1
  7	2	.	8	6	-37	3	3
> O=C(CN1CCC(n2nnc3cc(F)ccc32)CC1)NNC(=O)c1ccccc1
  12	.	.	-16	-6	7	-6	-4
> COc1ccc(C2=Nn3c(nnc3-c3ccccn3)SC2)cc1
  -6	.	.	.	8	0	-2	4
> Cc1c(NC(=O)Nc2ccc(F)cc2F)c(=O)n(-c2ccccc2)n1C
  -3	3	-3	-1	-1	-3	-1	-1
> OC(CN1CCN(c2ccccc2F)CC1)c1ccc(F)cc1 (centres undefined)
  -7	-1	-16	3	-2	9	7	0
> CC(=O)Nc1ccc(NC(=O)CSc2nnc(NC(=O)C3CC3)s2)cc1
  -4	-5	-10	-4	4	6	-8	-2
> CC(=O)N(Cc1cccc(F)c1)C[C@H]1[C@@H](c2ccccc2)[C@@H](CO)N1C(C)=O
  0	-4	.	.	1	-5	.	2
> O=C(CN1C(=O)NC2(CCc3ccccc32)C1=O)NC1CCCCC1 (centres undefined)
  .	2	-9	.	12	-3	-6	-4
> CCCN(C)C[C@@H]1OCCCC[C@@H](C)Oc2ccc(NC(=O)Nc3cccc4ccccc34)cc2C(=O)N([C@H](C)CO)C[C@@H]1C
  -3	.	0	12	-2	2	-1	0
> CN1C(=O)c2cc(NC(=O)Nc3cccc(Cl)c3)ccc2OC[C@H]2O[C@@H](CC(=O)O)CC[C@@H]21
  12	-18	-7	6	2	2	1	1
> CC(=O)Nc1ccc2c(c1)C(=O)N(C)[C@@H]1CC[C@@H](CC(=O)NCc3ccccc3Cl)O[C@H]1CO2
  6	-19	4	13	-7	-3	-1	-1
> C[C@@H]1CN([C@H](C)CO)C(=O)c2cc(/C=C/c3ccccc3)cnc2O[C@H]1CN(C)C(=O)Nc1ccccc1F
  4	.	1	-1	16	10	3	3
> Cn1c(=O)n(C)c2cc(S(=O)(=O)Nc3ccc(F)cc3)ccc21
  11	1	12	-2	22	1	2	2
> NCC[C@@H]1CC[C@H](NC(=O)c2ccccc2F)[C@H](CO)O1
  -12	-1&5	.	3	.	9	0	1
> O=S(=O)(NCCNS(=O)(=O)c1ccc(F)cc1)c1ccc(F)cc1
  8	-5	.	0	.	.	2	.
> COc1ccccc1NC(=O)CCNC(=O)Cn1ccc2ccccc2c1=O
  4	5	-6	-2	.	3	1	4
> COc1ccc(OC(C)C(=O)Nc2ccc([N+](=O)[O-])cc2)cc1 (centres undefined)
  -4	0	-4	.	13	-3	2	-3
> CCOc1ccc2nc(NCCNC(=S)NCCCN(C)C)c(C#N)cc2c1
  -30	-4	-10	-4	-7	15	.	0
> N#CC(C#N)=C1NC2(CCCCC2)Cc2ccccc21
  -11	-12	14	-5	8	50	2	9
> COc1ccccc1-c1cnc2c(c1)C(=O)N([C@H](C)CO)C[C@H](C)[C@H](CN(C)Cc1cccc(F)c1)O2
  -3	-4	.	0	-1	3	1	-4
> CC(NC(=O)/C(C#N)=C/c1ccc(C(=O)O)cc1)c1ccccc1 (centres undefined)
  -1	6	0	3	-2	5	0	1
> O=C(CCNC(=O)C1CCN(S(=O)(=O)c2ccccc2)CC1)NC1CC1
  -2	3	-12	7	7	-1	2	1
> C[C@H](CO)N1C[C@H](C)[C@H](CN(C)C(=O)Nc2ccc3c(c2)OCO3)Oc2ncc(C#Cc3ccc(F)cc3)cc2C1=O
  9	.	8	14	-2	-25	-2	4
> COc1ccc(CC(N)c2csc(Nc3cnccn3)n2)cc1 (centres undefined)
  -8	-3	1	1	-11	-7	-4	-1
> COC(=O)N1Cc2ccnnc2CC1c1ccccc1-c1ccccc1 (centres undefined)
  13	3	-5	.	3	0	.	5
> CCOC(=O)c1ccc(NC(=O)CSc2nnc(Cc3cccs3)n2C)cc1
  -1	.	.	.	.	-1	4	3
> COCCNC(=O)c1cc2c(c(-c3cccc(C4=CCCC4)c3)n1)[C@H](CCO)N([S@@](=O)C(C)(C)C)C2
  -8	0	-4	6	3	-19	1	-1
> C[C@H](O)C#Cc1cnc2c(c1)C(=O)N([C@H](C)CO)C[C@@H](C)[C@H](CN(C)C(=O)c1ccccc1)O2
  -7	-2	.	1	-9	-42	-1	2
> CC(C)[C@H](NC(=O)N1c2ccccc2NC(=O)[C@@H]1C(C)C)C(=O)N[C@H](C(=O)O)c1ccccc1
  -3	.	.	1	1	-4	-1	-1
> C[C@H]1CCCCO[C@H](CN(C)C(=O)Nc2ccc(F)cc2)[C@@H](C)CN([C@@H](C)CO)C(=O)c2cc(NC(=O)CCC(F)(F)F)ccc2O1
  5	7	-11	-9	1	0	10	-4
> COC(=O)C[C@@H]1C[C@@H]2c3cc(NC(=O)NC4CCCCC4)ccc3O[C@@H]2[C@H](CO)O1
  -17	-11	3&-8	-3	0&-6	4&-19	0&1	0&1
> CC1CCC(NC(=O)Cn2c(=O)oc3ccccc32)CC1 (centres undefined)
  -28	12	9	.	-13	24	-2	1
> CC(CCc1ccccc1)NC(=O)CN(C)Cc1ccc(F)cc1 (centres undefined)
  21	6	0	-6	6	-3	-11	15
> O=C(Nc1ccccc1-c1nc2ccccc2s1)c1cccnc1
  .	-5	-2	.	-3	-1	.	0
> C[C@H]1CN([C@@H](C)CO)C(=O)c2cccc(NC(=O)CCCCCC(=O)Nc3ccccc3N)c2O[C@H]1CN(C)CC1CCCCC1
  5	-12	-15	-14	-3	-4	.	-2
> CCc1ccc(OCC(=O)OC2CCS(=O)(=O)C2)cc1 (centres undefined)
  24	.	.	-12	-13	3	-2	2
> CCOCC(=O)NCc1ccc2c(c1)cc(C)n2C
  10	8	.	4	2	52	-4	3
> O=C(CN1C(=O)S/C(=C\C=C\c2ccccc2)C1=O)Nc1ccccc1C(=O)O
  7	5	-4	9	16	-1	.	4
> Cc1cccc(OCCNC(=O)CCc2ccccc2)c1
  9	1	-4	3	4	-3	4	-4
> Cc1ccc(-n2c(Cl)c(Cl)[nH]c(=O)c2=O)cc1
  -2	3	-10	.	8	.	0	.
> COCC#Cc1cnc2c(c1)C(=O)N([C@@H](C)CO)C[C@H](C)[C@H](CN(C)C(=O)Nc1ccccc1F)O2
  -15	7	.	6	-9	-2	1	8
> Cc1nnc(SCC(=O)Nc2ccc(N(C)C)cc2)n(N)c1=O
  -13	11	-2	-4	11	-11	4	0
> Cn1c(=O)c(C(N)=S)cn(-c2ccccc2)c1=O
  -11	2	-27	.	-25	-2	9	1
> CCNC(=O)C[C@@H]1CC[C@H]2[C@@H](COC[C@@H](O)CN2S(=O)(=O)c2ccccc2F)O1
  -12	8	0	6	-5	-5	-41	11
> CC(c1ccccc1)N1CC(C(=O)N2CCCC(C(N)=O)C2)CC1=O (centres undefined)
  .	13	-4	-1	-5	4	2	-2
> C[C@@H]1CN([C@H](C)CO)C(=O)c2cc(-c3cncnc3)cnc2O[C@H]1CN(C)C(=O)c1cccc(F)c1
  -3	.	.	5	-13	-34	-1	-2
> C[C@@H]1CCCCO[C@H](CN(C)S(=O)(=O)c2ccc(Cl)cc2)[C@@H](C)CN([C@H](C)CO)C(=O)c2cc(N(C)C)ccc2O1
  18	.	-1	-8	-1	2	6	-6
> Cc1ccc(-c2nnc(N(C)C(=O)c3ccccn3)s2)cn1
  .	1	-45	4	.	.	1	.
> COc1ccc(-n2c(C)cc(/C=C(\C#N)C(=O)NCc3ccco3)c2C)cc1
  -1	-3	-2	.	1	36	.	1
> CCN1[C@H](C(=O)N[C@H](C)c2ccccc2)[C@@H](CO)[C@@H]2Cn3c(ccc(-c4cccc(F)c4)c3=O)[C@@H]21
  -13	.	.	.	-9	-3	3	0
> Cc1ccc(-c2c[n+](Cc3ccc(Cl)cc3)c3n2CCC3)cc1
  .	-9	27	.	18	-10	.	2
> COc1ccc(/C=N/NC(=O)CSc2ccccn2)cc1OC
  -33	9	-28	4	-24	0	-1	4
> Oc1ccc2ccccc2c1CNc1ccc(Br)cc1
  -8	12	25	.	27	0	.	-2
> CS(=O)(=O)N(CC(=O)N1CCc2ccccc2C1)Cc1ccc(F)cc1
  2	-6	0	5	1	-5	1	-3
> Cc1ccc(Nc2nnc(SCC(=O)Nc3cccc(S(=O)(=O)NC4=NCCCCC4)c3)s2)cc1
  -21	4	-44	.	-26	11	1	-2
> Cc1cc(C)nc(SCCCNCc2ccc(Br)cc2)n1
  4	4	11	.	8	-4	-2	-3
> Fc1cccc(F)c1-c1nc2c(s1)CCc1onc(-c3ccc(Br)cc3)c1-2
  -8	1	-29	0	-20	.	-3	.

Reprinted at random: two entries already listed, in no set order.
The line under a structure holds: LGR2 antag	FN deposit inh	PAX8 reporter	PGC1a acetyl inh	EWS-Fli block	S100A4 inh HTS	PglD DTNB	ERAP1 HTS inh
> C[C@@H]1CN([C@H](C)CO)C(=O)c2cc(-c3cncnc3)cnc2O[C@H]1CN(C)C(=O)c1cccc(F)c1
  -3	.	.	5	-13	-34	-1	-2
> Cc1nnc(SCC(=O)Nc2ccc(N(C)C)cc2)n(N)c1=O
  -13	11	-2	-4	11	-11	4	0

Grouped by structure, those above with an aryl methoxy group.
The line under a structure holds: LGR2 antag	FN deposit inh	PAX8 reporter	PGC1a acetyl inh	EWS-Fli block	S100A4 inh HTS	PglD DTNB	ERAP1 HTS inh
> COc1ccc(C2=Nn3c(nnc3-c3ccccn3)SC2)cc1
  -6	.	.	.	8	0	-2	4
> COc1ccccc1NC(=O)CCNC(=O)Cn1ccc2ccccc2c1=O
  4	5	-6	-2	.	3	1	4
> COc1ccc(OC(C)C(=O)Nc2ccc([N+](=O)[O-])cc2)cc1 (centres undefined)
  -4	0	-4	.	13	-3	2	-3
> COc1ccccc1-c1cnc2c(c1)C(=O)N([C@H](C)CO)C[C@H](C)[C@H](CN(C)Cc1cccc(F)c1)O2
  -3	-4	.	0	-1	3	1	-4
> COc1ccc(CC(N)c2csc(Nc3cnccn3)n2)cc1 (centres undefined)
  -8	-3	1	1	-11	-7	-4	-1
> COc1ccc(-n2c(C)cc(/C=C(\C#N)C(=O)NCc3ccco3)c2C)cc1
  -1	-3	-2	.	1	36	.	1
> COc1ccc(/C=N/NC(=O)CSc2ccccn2)cc1OC
  -33	9	-28	4	-24	0	-1	4
